RXFP1 ag: qHTS Assay for Agonists of the Relaxin Receptor RXFP1. Relaxin receptor 1 (Homo sapiens), Q9HBX9. HEK293T-RXFP1 cAMP TR-FRET, 30 min; response scale: percent of porcine relaxin response, buffer zero. Potency, µM (titrated, usually from 57.5 µM), for the others: top-dose activation, hits mostly activators. actives 0.3% (n = 370,000); active = well fitted activation curve with a large enough effect; inconclusive = small, poorly fitted or top-dose-only effect; note: potency is the fitted concentration of half-maximal effect; % is set by controls: 0 for no effect and ±100 for the full control effect; nearly all actives have a fitted effect of over 60% in size; many of its hits are not listed in these tables
Target sequence (Q9HBX9 whole entry, looked up): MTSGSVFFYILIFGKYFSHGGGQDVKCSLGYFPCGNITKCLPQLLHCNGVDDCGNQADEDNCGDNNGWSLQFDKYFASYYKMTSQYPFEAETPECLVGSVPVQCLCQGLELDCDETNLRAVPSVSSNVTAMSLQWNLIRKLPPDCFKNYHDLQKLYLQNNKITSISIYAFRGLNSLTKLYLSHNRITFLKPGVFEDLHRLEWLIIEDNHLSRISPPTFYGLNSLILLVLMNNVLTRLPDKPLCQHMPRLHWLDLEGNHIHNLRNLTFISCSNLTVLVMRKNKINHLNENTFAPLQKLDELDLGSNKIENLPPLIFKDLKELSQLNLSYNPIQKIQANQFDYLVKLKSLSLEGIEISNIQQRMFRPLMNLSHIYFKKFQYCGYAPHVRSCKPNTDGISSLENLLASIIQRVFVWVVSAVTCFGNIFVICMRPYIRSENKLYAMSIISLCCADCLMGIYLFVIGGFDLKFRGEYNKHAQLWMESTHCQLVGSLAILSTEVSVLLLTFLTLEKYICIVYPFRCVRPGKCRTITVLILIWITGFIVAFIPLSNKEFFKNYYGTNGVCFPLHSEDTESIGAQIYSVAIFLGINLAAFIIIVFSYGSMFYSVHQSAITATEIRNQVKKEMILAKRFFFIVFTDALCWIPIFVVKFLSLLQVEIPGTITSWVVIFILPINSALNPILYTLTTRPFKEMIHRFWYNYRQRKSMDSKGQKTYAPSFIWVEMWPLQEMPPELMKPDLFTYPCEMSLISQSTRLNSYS
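HEK293T cells stably expressing RXFP1 were pretreated with the PDE4 inhibitor Ro 20174, exposed to compounds for 30 min at 37C, lysed, and cAMP was read by TR-FRET. Data normalized to buffer (basal) and 29 nM porcine relaxin (100%).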
RXFP1 antag: qHTS Assay for Antagonists of the Relaxin Receptor RXFP1 | activity change, negative = inhibition, % at 57.5 µM | HEK293-RXFP1, relaxin-stimulated cAMP HTRF, 30 min; stronger effect = lower value | actives 0.59% (n = 350,000) | AID 1259400, 2018 | Relaxin receptor 1 (Homo sapiens), Q9HBX9;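 active = activity change of -60% or lower, but not beyond a set lower limit; inconclusive = change between -60% and -40%, or beyond the set limit; inactive = change above -40%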; note: % is set by controls: 0 for no effect and ±100 for the full control effect
D2 potentiator: HTS Assay for Positive Allosteric Modulators of the Human D2 Dopamine Receptor: Primary Screen for Potentiators; D(2) dopamine receptor (Homo sapiens), P14416; potentiation, % at 10 µM; actives 0.34% (n = 340,000); HEK293 T-REx D2, calcium flux, EC20 dopamine potentiation;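 active = potentiation over 3 SD above the plate norm, cut at about 30% in these data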; note: 0% is about no effect
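Calcium flux readout, no-wash dye, 1 read/s. Inducible HEK293 Trex D2 line, overnight 30 C. Compound alone 180 s (agonist flags), then EC20 dopamine, another 180 s to score potentiation.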
D1 ag: Allosteric Agonists of the Human D1 Dopamine Receptor: qHTS | actives 1% (n = 360,000) | HEK293 T-REx D1 cells, calcium flux, agonist mode | D(1A) dopamine receptor (Homo sapiens), P21728 | AID 504660, 2011 | activation, % at 2 µM; in the data active = activation above about 30%; note: 0% is about no effect
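Agonism was scored from calcium flux recorded over 180 s (1 read/s) after pintool compound addition, following a 10-cycle baseline. Cells were inducible force-coupled HEK293 TREx D1, plated overnight at 30 C and loaded with no-wash calcium dye.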
D2 ag: HTS Assay for Allosteric Agonists of the Human D2 Dopamine Receptor: Primary Screen for Agonists. actives 0.53% (n = 340,000). D(2) dopamine receptor (Homo sapiens), P14416. HEK293 T-REx D2 cells, calcium flux agonist mode. activation, % at 2 µM;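 active = activation over 3 SD above normal in the single-dose calcium agonist read, cut at about 30% in these data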; note: 0% is about no effect
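Agonism is scored from calcium flux in a force-coupled, inducible HEK293 cell line expressing D2, read kinetically for 180 s after compound addition against dopamine controls.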
TRHR enhancer: qHTS for Small Molecule Agonists and Allosteric Enhancers of Human TRH Receptor: Primary Screen for Enhancers; Thyrotropin-releasing hormone receptor (Homo sapiens), P34981; TRHR cells, fluo-8 calcium fluorescence, EC20 TRH enhancement; enhancement, % at 2 µM; actives 0.66% (n = 360,000); AID 493056, 2011; in the data active = enhancement above about 30%; note: 0% is about no effect
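TRHR-expressing cells loaded with fluo-8 calcium dye were read kinetically (ex 480/em 530) during compound addition, then stimulated with an EC20 of TRH (10 nM final). Enhancement of the Gq-mediated intracellular calcium response was scored.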
D2 antagonist: HTS Assay for Allosteric Antagonists of the Human D2 Dopamine Receptor: Primary Screen for Antagonists; HEK293 TREx D2 cells, calcium flux, dopamine EC80; actives 2% (n = 340,000); D(2) dopamine receptor (Homo sapiens), P14416; inhibition, % at 10 µM; AID 485344, 2010; in the data active = inhibition above about 30%; note: 0% is about no effect
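Compounds are added to dye-loaded, induced HEK293 T-REx cells coupled to calcium release via D2; after a 3 min kinetic read an EC80 dopamine stimulus is given and fluorescence is recorded for 3 more min.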
D1 PAM: Potentiators of Human D1 Dopamine Receptor: qHTS; D(1A) dopamine receptor (Homo sapiens), P21728; HEK293 TREx D1 cells, calcium flux, dopamine EC20 potentiation; potentiation, % at 10 µM; actives 0.036% (n = 360,000); in the data active = potentiation above about 30%; note: 0% is about no effect
D1 antagonist: Antagonist of Human D 1 Dopamine Receptor: qHTS; D(1A) dopamine receptor (Homo sapiens), P21728; HEK293 TREx D1 cells, calcium flux, dopamine EC80; stronger effect = lower value; activity change, negative = inhibition, % at 10 µM; actives 3.2% (n = 360,000); AID 504652, 2011; in the data active = activity change below about -30%; note: % is set by controls: 0 for no effect and ±100 for the full control effect
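Antagonism measured as reduced calcium response to an EC80 dopamine addition following 180 s compound pre-read; cells were inducible HEK293 Trex D1 plated overnight at 30 C, read kinetically at 1 cycle/sec.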
The depositor's hits bear a star; ? = inconclusive; nt = not tested or not shown.

SMILES	RXFP1 ag	RXFP1 antag	D2 potentiator	D1 ag	D2 ag	TRHR enhancer	D2 antagonist	D1 PAM	D1 antagonist
CCn1c(-c2csc3ccccc23)n[nH]c1=S	0.5%	-13.1	4.5	-0.1	-1.4	-4.0	-27.2	-6.2	9.3
COc1ccc(/C=C2\CCCC3C2=NN(C(=O)COC(=O)CNC(=O)c2ccccc2)C3c2ccc(OC)cc2)cc1 (stereo not drawn)	1.9%	-5.2	-17.8	3.3	0.3	-2.5	1.8	-2.5	-1.9
Cc1nc(SCCC(C)C)c([N+](=O)[O-])[nH]1	-0.4%	-3.7	-9.0	-0.7	-1.3	-4.6	-8.6	-6.2	-0.4
CC(=O)OCCNC(=O)c1cc2ccccc2oc1=O	5.4%	2.3	-4.0	1.5	0.8	8.4	7.6	-3.8	9.8
C=CCn1c(SCC(=O)NC2CCCCC2)nnc1C1CCCCC1	0.7%	-3.6	-8.7	-0.5	-0.4	6.3	-14.2	-3.5	-4.7
CCCC(=O)OCc1cnc(C)c2oc(=O)c(C(=O)Nc3ccccc3)cc12	3.9%	nt	0.4	2.0	nt	0.5	nt	-0.8	3.7
COc1ccc2c3c(cccc13)C(=O)N(O)C2=O	2.2%	-2.3	6.8	2.1	0.7	5.4	3.4	2.3	17.7
COc1ccc(CCNC(=O)c2ccc3c(c2)nc2n3CCC(C)C2)cc1OC (stereo not drawn)	-0.9%	-14.1	-1.2	-1.6	0.6	1.9	nt	-0.8	-18.0
CCOC(=O)Cc1csc(NC(=O)Nc2cccc(Cl)c2)n1	1.2%	-7.9	-8.2	15.0	5.0	-5.3	13.8	-14.3	-41.9*
COc1ccccc1N1CCN(C(=O)C(C)N(c2ccc(C)cc2)S(C)(=O)=O)CC1 (stereo not drawn)	0.5%	-8.2	-5.2	5.6	1.7	10.1	6.2	-3.4	-24.7
COC(=O)N/N=C/c1cn(Cc2ccc(F)cc2)c2ccccc12	0.6%	nt	-0.5	-1.2	-0.8	-1.9	-11.8	-6.0	-7.0
COc1ccc2c(c1OC)C(=O)OC2n1c(O)c(N=NC(C)=O)c2ccccc21 (stereo not drawn)	-2.5%	-5.7	16.4	1.7	0.3	5.4	1.6	-0.8	1.3
COc1ccc(NC(=O)c2c(NCc3ccc(OC)c(OC)c3OC)sc3c2CCC3)c(OC)c1	1.0%	-20.6	6.4	-0.5	nt	-4.3	nt	-0.6	-7.6
COc1ccc(N(CC(=O)Nc2ccc(C)c(C)c2)C2=NC3CS(=O)(=O)CC3S2)cc1 (stereo not drawn)	-0.1%	-9.8	9.7	1.5	0.1	3.2	-15.9	-2.2	-4.2
[O-]/[N+](=C\c1ccccc1)[C@@H]1CCCC[C@@H]1/[N+]([O-])=C/c1ccccc1	-1.4%	-1.2	16.6	1.3	-0.3	2.0	3.5	6.5	13.3
Cc1ccc(OCC(=O)Oc2ccc(C)c(C)c2)cc1	1.0%	-5.8	-0.1	5.0	0.6	-8.1	17.1	-2.1	3.7
COc1ccccc1C(=O)COC(=O)c1ccc(N(C)C)cc1	1.8%	-13.0	-4.1	-2.6	0.0	-10.1	8.0	-2.9	1.9
COc1cc(OC)c(NC(=O)CCNS(=O)(=O)c2ccc3c(c2)CC(C)N3C(C)=O)cc1Cl (stereo not drawn)	2.1%	-4.6	-2.3	1.4	-0.2	-0.9	17.1	-0.9	-4.2
CN1CCN(NC(=S)NC2CCCCC2)CC1	0.5%	-3.1	-7.9	0.7	0.8	3.6	0.8	-2.0	7.0
O=C(NCc1ccc(F)cc1)C(c1ccccc1)N(C(=O)c1csnn1)c1ccccc1 (stereo not drawn)	0.2%	12.9	14.5	3.7	0.5	-9.5	12.9	-8.3	-5.1
Cc1ccc2ccc3cccc4ccc1c2c34	3.8%	nt	-3.1	-0.7	0.4	5.2	-8.1	9.5	nt
CN(C)CCCNC(=O)CC(c1ccccc1)c1ccccc1O (stereo not drawn)	1.6%	-8.7	-11.7	0.2	0.1	-10.3	-6.4	-8.7	10.3
COCC(C)NS(=O)(=O)c1ccc(OC)cc1 (stereo not drawn)	-2.5%	-1.5	9.6	1.7	0.8	13.5	2.9	0.8	-8.6
CC1CN(c2cc(=O)n(-c3ccc(Cl)cc3)c(=O)[nH]2)CC(C)O1 (stereo not drawn)	0.5%	4.5	-4.0	0.7	0.2	-5.0	-4.9	4.6	-5.1
C#CCOCCOCCOCCNc1nc(N2CCN(C(=O)CCCCCCCCCCNC(=O)[C@H]([C@@H](C)CC)n3cc(CCCCN=C(N)N)nn3)CC2)nc(N2CCN(C(=O)CCCCCCCCCCNC(=O)[C@H](CO)n3cc(CCCCCN)nn3)CC2)n1	-0.9%	nt	-18.3	3.5	1.7	2.1	-10.3	-4.2	8.0
CC(Oc1ccccc1)C(=O)Nc1cccc(F)c1 (stereo not drawn)	-0.3%	4.9	-0.5	-0.2	-0.7	1.2	13.9	-0.6	-17.2
O=C(N/N=C/c1ccc(O)cc1)c1ccncc1	1.9%	-11.1	-1.7	6.4	1.1	6.7	-2.8	-4.2	9.1
CCN(c1cccc(C(F)(F)F)c1)S(=O)(=O)c1ccc2c(c1)CCN2C(=O)C1CC1	3.2%	6.7	-12.0	1.9	0.4	5.4	-0.2	-8.5	-24.5
COc1ccc(N2CCN(C(=O)c3ccc(CNc4c(N5CCOCC5)c(=O)c4=O)cc3)CC2)cc1	2.2%	nt	-3.5	2.9	-0.7	2.5	8.8	-7.8	-2.0
O=S(=O)(NCC(c1ccco1)N1CCc2ccccc21)c1ccccc1 (stereo not drawn)	0.7%	-0.6	-2.5	1.8	-0.7	12.8	-12.8	-5.2	-11.3
CC1Cc2nc(SCC(=O)Nc3ccc4c(c3)OCO4)n(CCc3ccccc3)c(=O)c2S1 (stereo not drawn)	-2.7%	10.9	12.8	3.7	-2.2	5.7	3.6	-0.8	-5.8
COc1ccc(N/N=C(/C#N)S(=O)(=O)c2nsc(C)c2C#N)cc1	3.6%	-1.8	-1.8	2.6	-0.9	-2.0	-13.5	-5.3	-0.6
CCC(C(=O)NC(C)CCc1ccco1)n1nc(C)n2c(cc3occc32)c1=O (stereo not drawn)	4.5%	4.1	-3.6	-1.5	0.7	2.4	-20.5	-6.1	-17.5
Cc1cc(-c2ccccc2)nc2c(Br)c(=O)[nH]n12	4.6%	9.0	-2.5	1.8	0.8	0.3	15.4	3.6	0.1
Cc1cc(C(=O)NCc2cccs2)ccc1[N+](=O)[O-]	0.0%	-4.5	-8.3	4.4	0.8	4.7	-2.5	-4.3	-22.3
Cc1c(CNCCCc2ccccc2)c(C(=O)O)c(C)n1Cc1ccc(Cl)cc1	0.8%	-7.0	2.2	-1.2	-0.2	-1.3	nt	0.7	5.8
Cc1c2c(nc3ccccc13)CCC(C)C2 (stereo not drawn)	0.8%	4.3	1.3	2.4	-0.1	-2.0	-2.8	-6.0	11.5
Cc1ccc(C)c2[nH]c(=O)c(CN(Cc3ccco3)S(=O)(=O)c3ccc4c(c3)OCCO4)cc12	2.4%	-6.4	2.9	2.4	1.3	-1.2	4.7	-0.1	-0.6
Cn1c(Cc2ccccc2)nnc1SCC(=O)Nc1ccc2c(c1)OCCO2	1.4%	-6.7	-10.4	1.0	-0.5	-3.4	3.9	8.1	-24.9
COc1ccc(C)cc1NC(=O)CSc1nc(=O)n(CCCN2CCOCC2)c2c1CCCC2	1.8%	-16.6	-9.3	-1.0	-0.5	15.5	6.9	-5.1	-2.3
COC(=O)c1sc2cccc(F)c2c1S(=O)(=O)Nc1ccc(N(C)C)cc1	-1.0%	-1.8	3.5	0.6	1.2	-1.5	nt	-4.3	12.3
COC(=O)c1ccc(OC)c(Cn2c(=O)n(-c3ccc(C)cc3)c(=O)c3c2cnn3C)c1	?	nt	-0.2	2.6	-0.8	4.4	nt	0.9	-3.1
c1ccc(CN2CCN(c3nc(-c4ccccn4)nc4ccccc34)CC2)cc1	0.5%	-0.5	-16.6	2.6	-1.3	-9.8	7.2	-9.5	8.4
CN(C(=O)CSc1nc(C2CCCC2)nc2c1c(=O)n(C)c(=O)n2C)c1ccccc1	7.2%	-9.9	7.3	7.5	-1.4	-2.9	nt	5.0	28.6
C/C(N)=C(/C#N)C(=O)CSc1nnc(-c2ccccc2)n1C	0.5%	12.4	0.6	2.7	-0.2	21.8	-10.7	1.0	-9.0
CC(=O)c1ccc(S(=O)(=O)Nc2ccc(C(=O)NCC(c3cccs3)N3CCOCC3)cc2)cc1 (stereo not drawn)	-0.4%	-12.7	-7.5	-1.8	1.3	-7.9	-13.2	0.6	9.8
Cc1cc(C)c(S(=O)(=O)NCCc2cc3cc(C)c(C)cc3[nH]c2=O)c(C)c1	12.1%	nt	5.3	-1.3	nt	0.5	nt	-0.9	-7.8
CN(CC(=O)Nc1ccc(F)cc1)C(=O)CN1C(=O)c2ccccc2C1=O	0.6%	3.4	17.7	0.5	-0.6	8.3	-5.2	-7.9	15.5
CNC(=O)C(=O)NCCN1CCN(S(=O)(=O)c2ccc3ccccc3c2)CC1	-0.4%	5.2	-0.3	4.6	1.1	6.6	-1.7	1.4	-2.9
COc1ccc(-c2c3c(=O)n(C)c(=O)n(C)c3c3c(-c4ccccc4)nc4ccccc4n23)cc1	1.6%	-12.9	-5.0	0.3	0.3	6.4	nt	0.2	13.7

D1 antagonist: entries above that show a hit.
| structure | RXFP1 antag | D2 potentiator | D1 ag | TRHR enhancer | D2 antagonist | D1 PAM | D1 antagonist |
| --- | --- | --- | --- | --- | --- | --- | --- |
| CCOC(=O)Cc1csc(NC(=O)Nc2cccc(Cl)c2)n1 | -7.9 | -8.2 | 15.0 | -5.3 | 13.8 | -14.3 | -41.9* |

No new results follow: an excerpt of the list.
SMILES	RXFP1 ag	RXFP1 antag	D2 potentiator	D1 ag	D2 ag	TRHR enhancer	D2 antagonist	D1 PAM	D1 antagonist
CNC(=O)C(=O)NCCN1CCN(S(=O)(=O)c2ccc3ccccc3c2)CC1	-0.4%	5.2	-0.3	4.6	1.1	6.6	-1.7	1.4	-2.9
COc1ccc(-c2c3c(=O)n(C)c(=O)n(C)c3c3c(-c4ccccc4)nc4ccccc4n23)cc1	1.6%	-12.9	-5.0	0.3	0.3	6.4	nt	0.2	13.7

The list is partial; count on the stated rates, not on these rows.
